ERAP1 HTS inh = ERAP1 (human) enzyme inhibition. Q9NZ08. recombinant ERAP1, Leu-AMC fluorescence, 60 min. inhibition, % at 10.7 µM. actives 0.15% (n = 340,000). AID 652197;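 active means mean replicate inhibition of at least 30%, or all replicates individually reaching that 30% level; inactive means mean below 30% and not every replicate reaching it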;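 further: 0% = neutral control wells and 100% = L-leucinethiol positive control wells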
Target sequence (Q9NZ08 whole entry, looked up): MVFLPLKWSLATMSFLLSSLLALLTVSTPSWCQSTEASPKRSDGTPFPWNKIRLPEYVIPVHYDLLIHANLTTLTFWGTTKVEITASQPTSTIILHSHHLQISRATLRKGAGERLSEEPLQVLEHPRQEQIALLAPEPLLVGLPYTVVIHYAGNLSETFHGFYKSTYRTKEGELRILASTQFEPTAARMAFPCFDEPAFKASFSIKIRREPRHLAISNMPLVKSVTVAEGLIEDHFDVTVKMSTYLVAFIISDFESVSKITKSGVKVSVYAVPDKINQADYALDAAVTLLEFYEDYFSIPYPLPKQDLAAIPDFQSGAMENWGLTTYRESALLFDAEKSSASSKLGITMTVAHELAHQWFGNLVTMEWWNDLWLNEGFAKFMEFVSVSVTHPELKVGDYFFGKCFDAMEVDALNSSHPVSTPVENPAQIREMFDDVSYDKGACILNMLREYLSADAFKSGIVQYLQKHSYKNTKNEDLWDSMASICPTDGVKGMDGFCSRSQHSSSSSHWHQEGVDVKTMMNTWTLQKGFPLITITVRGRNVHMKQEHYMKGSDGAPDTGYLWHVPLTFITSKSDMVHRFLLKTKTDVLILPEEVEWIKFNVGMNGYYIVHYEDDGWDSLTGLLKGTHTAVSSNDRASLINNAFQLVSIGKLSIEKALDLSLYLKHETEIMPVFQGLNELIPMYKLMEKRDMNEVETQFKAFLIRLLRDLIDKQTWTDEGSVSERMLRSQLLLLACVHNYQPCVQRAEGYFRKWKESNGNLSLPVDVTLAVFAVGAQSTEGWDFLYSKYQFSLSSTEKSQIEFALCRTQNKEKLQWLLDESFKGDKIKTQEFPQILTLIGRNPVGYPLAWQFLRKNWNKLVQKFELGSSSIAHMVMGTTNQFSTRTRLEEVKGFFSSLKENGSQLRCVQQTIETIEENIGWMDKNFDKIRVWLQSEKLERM
Cneo AK release = causes C. neoformans cell lysis; AID 651654; actives 0.2% (n = 360,000); adenylate kinase release luminescence, 4 h; normalised: neutral wells 0, clomiphene wells 100; lysis activity, % at 15 µM;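 active means mean lysis activity across replicates of at least 80%, whatever share of replicates individually reach that level; inactive means mean lysis activity below 80%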
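Assay system: log-phase C. neoformans yeast / Quantity: yeast cell density of 5 × 10^6 cells/mL / Medium: fresh YPD growth medium / Compound: single dose / Timing: static 4 h at 37 °C with compound, 1 h detection / Measured by: adenylate kinase release luminescence / Read-out: lysis from increased AK signal / Benchmarks: Clomiphene as positive lysis control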
XiGFP reactiv = activators of X-chromosome reactivation in mouse fibroblasts | XiGFP mouse fibroblasts, % GFP-positive cells imaging, 3 d; cells co-treated with 5-aza-dC sensitizer; scaled so ellipticine positive control = 100% | actives 0.055% (n = 360,000) | activation, % at 7.58 µM;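 active means mean normalized replicate activation at least 10% and every replicate at or above 10%; inconclusive means only one of the two criteria met; inactive means mean below 10% and not all replicates reach 10%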;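 further: 0% = median of on-plate neutral control wells and 100% = ellipticine 6 µM median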
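Material: XiGFP fibroblasts, SV40-immortalized. Buffer or medium: DMEM plus 5-aza-dC sensitizer. Compound: single concentration per compound, delivered by pin transfer. Times: 3 days compound exposure. Controls: ellipticine 6 µM.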
SIRT5 inh = blocks human SIRT5 desuccinylation of peptide; Q9NXA8; Purified SirT5, succinyl-peptide AMC, trypsin-coupled fluorescence; inhibition, % at 15 µM; actives 1.1% (n = 330,000); AID 652115; in the data active means inhibition above about 15%; inconclusive means no clear call, values can overlap the other calls
PGC1a acetyl inh = PGC1a acetylation modulation, inhibitor mode | AID 651687 | U2OS PGC1a acetylation, AlphaScreen anti-acetyl-lysine; with virally co-expressed GCN5 acetyltransferase | actives 0.17% (n = 350,000) | inhibition, % at 15.6 µM;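 active means every replicate shows inhibition of at least 40%; inconclusive means mean inhibition at least 40% but some replicate below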;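 further: 0% = neutral control wells and 100% = positive control wells; some results beyond the cut were filed as inactive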
C2C12 statin = suppressors of simvastatin-induced myotoxicity in C2C12 myotubes; rescue of ATP level, % at 7.49 µM; ATP luminescence, 48 h; scaled: DMSO 0, geranylgeraniol control 100; actives 0.78% (n = 330,000); AID 602340;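 active means mean ATP rescue above about 67%, or every replicate alone reaching that limit, limit read from the data, passing the limit was not always enough; inconclusive means no clear call, values can overlap the other calls; inactive means mean under the limit and some replicate under it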;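 further: myotubes were challenged with 10 µM simvastatin during compound exposure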
S100A4 MyoIIA = blocks human S100A4 binding to myosin IIA peptide; AID 652163; actives 0.14% (n = 360,000); inhibition, % at 10.7 µM; P26447; S100A4/TAMRA-MyoIIA peptide fluorescence polarization;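 active means mean inhibition of at least 70% across replicates, with every replicate also reaching that level; inconclusive means mean inhibition reaches 70% but some replicates fall short; inactive means mean inhibition below 70%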
Target sequence (P26447 whole entry, looked up): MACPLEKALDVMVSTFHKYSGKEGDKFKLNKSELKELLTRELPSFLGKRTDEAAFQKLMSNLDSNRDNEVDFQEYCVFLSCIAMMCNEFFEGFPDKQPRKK
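Material: human S100A4 monomer with TAMRA-labelled myosin IIA peptide; buffer or medium: HEPES pH 7.2 with CaCl2, KCl, NaCl, DTT, Triton; compound dosing: one concentration per compound; schedule: 5 min incubation before reading; benchmarks: neutral control DMSO, positive control TFP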
LGR2 antag = blocks bursicon-induced cAMP signaling via Drosophila LGR2; HEK293 LGR2, CRE-luciferase, bursicon-stimulated, 4 h; inhibition, % at 9.99 µM; actives 0.35% (n = 380,000); AID 720647;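 active means drop in luminescence signal, shown as inhibition above about 50% in the replicate tests, limit read from the data, passing the limit was not always enough; inconclusive means probably only some replicates passing the limit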;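 further: agonist challenge used bursicon conditioned medium at about half maximal strength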
* hit, by the source's call; ? = inconclusive; / = not tested or not shown; & = joins results of further samples. An excerpt; the hit share may differ from the screen's.

The opening 6 compounds, to show the layout:
SMILES	ERAP1 HTS inh	Cneo AK release	XiGFP reactiv	SIRT5 inh	PGC1a acetyl inh	C2C12 statin	S100A4 MyoIIA	LGR2 antag
COc1ccc(-c2noc(C(=O)NCc3ccccc3Cl)n2)cc1OC	14	/	0.0	-1	/	/	-1	2
COc1ccc(C(=O)OCc2c(F)cccc2Cl)cc1S(=O)(=O)N1CCOCC1	-2	-3	0.7	0	-6	1	-3	10
COc1ccc2cc(C(=O)N3CCc4ccccc43)[nH]c2c1	0	-8	-0.1	0	4	5	4	-75
C[C@H](CO)N1C[C@H](C)[C@H](CN(C)S(C)(=O)=O)Oc2ncc(C3=CCCCC3)cc2C1=O	/	/	-0.9	/	1	13	/	1
COC(=O)C1=C(C)N(CCCC(=O)O)C(=O)NC1c1ccc(OC)cc1 (stereo not drawn)	/	-1	-0.1	/	16	6	-2	5
O=C(NNC(=O)c1ccc(NC(=O)C2CC2)cc1)c1ccc(F)cc1	-2	3	0.1	-2	/	1	-2	17

All compounds of this part, previewed entries included:
SMILES	ERAP1 HTS inh	Cneo AK release	XiGFP reactiv	SIRT5 inh	PGC1a acetyl inh	C2C12 statin	S100A4 MyoIIA	LGR2 antag
COc1ccc(-c2noc(C(=O)NCc3ccccc3Cl)n2)cc1OC	14	/	0.0	-1	/	/	-1	2
COc1ccc(C(=O)OCc2c(F)cccc2Cl)cc1S(=O)(=O)N1CCOCC1	-2	-3	0.7	0	-6	1	-3	10
COc1ccc2cc(C(=O)N3CCc4ccccc43)[nH]c2c1	0	-8	-0.1	0	4	5	4	-75
C[C@H](CO)N1C[C@H](C)[C@H](CN(C)S(C)(=O)=O)Oc2ncc(C3=CCCCC3)cc2C1=O	/	/	-0.9	/	1	13	/	1
COC(=O)C1=C(C)N(CCCC(=O)O)C(=O)NC1c1ccc(OC)cc1 (stereo not drawn)	/	-1	-0.1	/	16	6	-2	5
O=C(NNC(=O)c1ccc(NC(=O)C2CC2)cc1)c1ccc(F)cc1	-2	3	0.1	-2	/	1	-2	17
O=C(OC12CC3CC(CC(C3)C1)C2)c1ccc(NCc2cc(O)ccc2O)cc1	1	/	8.0	-7	33	/	1	27
O=C(Cc1ccccn1)c1ccccc1	0	0	0.2	/	/	-2	-3	-6
CCOc1ccc(Cl)cc1S(=O)(=O)N1CCC(C(=O)NCc2ccco2)CC1	2	1	0.2	-5	-2	19	-2	2
CCc1ccccc1NC(=O)CSc1nnc(Cn2nnc3ccccc32)n1C	/	1	/	/	0	11	/	-1
Cc1ccccc1NC(=S)N(Cc1ccccn1)Cc1ccccc1Cl	2	/	0.1	-2	-15	/	-7	6
O=C(c1ccc(F)cc1)C1CCN(Cc2ccccc2F)CC1	0	0	0.0	/	4	-1	-3	15
COc1ccc2c(Cl)c(C(=O)NCc3ccco3)sc2c1	/	0	/	/	-3	4	/	-26
CCOc1cccc(C(=O)Nc2cc(-c3nn4c(C)nnc4s3)ccc2C)c1	/	-3	0.2	/	/	-2	0	19
CC(C)Cn1nc(C(=O)NCc2ccccc2CN2CCCC2)c2ccccc2c1=O	-1	2	-0.1	2	-4	1	1	-9
COc1cccc(NC(=O)CN(C)C(=O)CC(NC(=O)c2ccccc2Cl)c2ccccc2)c1 (stereo not drawn)	0	-1	0.0	1	6	5	1	12
Cc1ccc(S(=O)(=O)Nc2ccc3c(c2)C(=O)N([C@H](C)CO)C[C@H](C)[C@H](CN(C)Cc2ccc4c(c2)OCO4)OCCCC[C@H](C)O3)cc1	-2	2	-0.2	4	/	-268	13	14
C=CCn1c(C(C)(C)C)nc2ccccc21	-2	0	0.1	-6	-6	-6	3	-10
COc1ccc(S(=O)(=O)Nc2ccc3c(c2)C(=O)N([C@H](C)CO)C[C@H](C)[C@H](CN(C)C(=O)Nc2ccccc2)OCCCC[C@H](C)O3)cc1	4	5	0.6	1	-18	11	108*	8
O=S(=O)(NCC(c1cccnc1)N1CCN(Cc2ccccc2)CC1)c1ccc(Cl)cc1 (stereo not drawn)	0	-1	0.0	0	/	0	-3	-8

Some of the entries so far, as a markdown table.
| SMILES | ERAP1 HTS inh | Cneo AK release | XiGFP reactiv | SIRT5 inh | PGC1a acetyl inh | C2C12 statin | S100A4 MyoIIA | LGR2 antag |
| --- | --- | --- | --- | --- | --- | --- | --- | --- |
| COc1ccc2c(Cl)c(C(=O)NCc3ccco3)sc2c1 | / | 0 | / | / | -3 | 4 | / | -26 |
| CCOc1cccc(C(=O)Nc2cc(-c3nn4c(C)nnc4s3)ccc2C)c1 | / | -3 | 0.2 | / | / | -2 | 0 | 19 |

(next part)
SMILES	ERAP1 HTS inh	Cneo AK release	XiGFP reactiv	SIRT5 inh	PGC1a acetyl inh	C2C12 statin	S100A4 MyoIIA	LGR2 antag
O=[N+]([O-])c1ccccc1S(=O)(=O)Nc1cccc(-c2ccc(N3CCOCC3)nn2)c1	0	-8	0.0	1	5	10	-10	8
C[C@H]1CN([C@@H](C)CO)C(=O)Cc2cc(NC(=O)C3CC3)ccc2O[C@@H]1CN(C)Cc1ccc(Cl)c(Cl)c1	-4	-1	0.0	7	4	12	-2	2
C[C@@H]1CN([C@@H](C)CO)C(=O)Cc2cc(N(C)C)ccc2O[C@H]1CN(C)S(=O)(=O)c1ccc(Cl)cc1	9	-25	-1.1	6	-2	9	3	4
COCC#Cc1ccc2c(c1)O[C@H](CN(C)Cc1cccnc1)[C@H](C)CN([C@H](C)CO)S2(=O)=O	2	0	-0.3	0	0	-8	33	5
COc1ccc(S(=O)(=O)Nc2ccc3c(c2)C(=O)N([C@H](C)CO)C[C@H](C)[C@@H](CN(C)CC2CC2)O3)cc1	3	/	0.1	-1	1	/	-3	9
OCC(O)C1OC(Nc2ccc(Cl)cc2)C(O)C1O (stereo not drawn)	/	/	0.3	-9	17	2	-1	-3
COc1ccc(NC(=O)Nc2ccc3c(c2)C(=O)N([C@@H](C)CO)C[C@H](C)[C@@H](CN(C)C(=O)Cc2ccccc2)OCCCC[C@@H](C)O3)cc1	5	1	0.2	3	-8	/	12	14
CCOC(=O)C1C(=O)C(=O)N(C2CCCCC2)C1C(=O)OCC (stereo not drawn)	-2	0	0.0	1	-6	-3	-1	11
COc1ccc2cc(C3CC(c4ccco4)=NN3C(=O)CCC(=O)O)c(Cl)nc2c1 (stereo not drawn)	-2	11	0.0	0	/	/	1	-8
CC(C)CN(C(=O)CSc1nnc(-c2cccs2)n1C1CC1)C1CCS(=O)(=O)C1 (stereo not drawn)	0	-1	-0.1	-2	/	12	-3	3
Cc1ncc(CN2CCCC(C(=O)Nc3ccc(-c4cccc(F)c4)cc3)C2)s1 (stereo not drawn)	-1	-1	0.2	-2	/	-12	-7	5
C[C@H](NC(=O)C[C@@H]1CC[C@H](NC(=O)C2CC2)[C@H](CO)O1)c1ccccc1	1	-3	0.8	-4	0	-10	-7	-30
CCn1cc(S(=O)(=O)N2CCN(Cc3cccc(Cl)c3)CC2)cn1	-1	/	0.0	0	-9	/	-5	-12
O=C(Nc1cccc(O)c1)c1ccc(NC(=O)c2cccs2)cc1	-3	-6	0.0	-1	-2	/	-1	-42
COc1ccc(NC(=O)Nc2ccc3c(c2)CC(=O)N([C@H](C)CO)C[C@H](C)[C@H](CN(C)Cc2ccc(C(F)(F)F)cc2)O3)cc1	/	0	-1.1	/	-1	-3	/	-16
Cc1cccc(S(=O)(=O)Nc2cc(Cl)ccc2N2CCOCC2)c1	-2	0	0.2	4	0	-3	-13	10
CCCCn1nc(C(=O)Nc2cc(C(F)(F)F)ccc2N2CCOCC2)ccc1=O	1	2	-0.2	-2	0	7	-3	5
O=C(NCc1ccccc1)c1ccc2c(=O)[nH]c3c(C(=O)NCC4CCCO4)sc(=S)n3c2c1 (stereo not drawn)	-7	0	0.0	8	-17	5	-1	-15
Cc1nnc(SCC(=O)c2c(N)n(C)c(=O)n(C)c2=O)n1Cc1ccccc1	-2	-1	/	-3	2	3	-8	-15
C[C@H]1CN([C@@H](C)CO)C(=O)CCCn2cc(nn2)CO[C@@H]1CN(C)S(=O)(=O)c1ccc(C#N)cc1	-8&-1	0&47	-0.1	-3&-1	2&-3	12&5	2&-4	-2&14
CCCNC(=O)[C@H]1[C@H](CO)[C@H]2Cn3c(ccc(/C=C/c4ccccc4)c3=O)[C@H]2N1CC1CC1	-3	-1	0.0	-65	/	4	-4	-1
O=C(C[C@H]1C[C@@H]2c3cc(NC(=O)Nc4ccc(C(F)(F)F)cc4)ccc3O[C@@H]2[C@@H](CO)O1)NCCc1ccccc1	1	-2	0.2	2	-3	-92	-29	29
CC(C)NC(=O)N(C)C[C@@H]1Oc2cc(-c3ccccc3F)ccc2S(=O)(=O)N([C@@H](C)CO)C[C@H]1C	-3	1	0.1	-7	12	-3	-11	9
Cc1ccc(S(=O)(=O)N(CC(=O)N2CCCC2)C2CCCCC2)cc1	-3	3	/	-4	-10	-8	1	7
FC(F)(F)c1ccc(N=Cc2sc(N3CCOCC3)nc2-c2ccccc2)cc1	-1	1	0.2	2	-7	/	-25	/
C[C@H](CO)N1C[C@H](C)[C@@H](CN(C)C(=O)CCC(F)(F)F)OCc2cn(nn2)CCCC1=O	-2&-2	-4&2	0.3&-0.1	-1&-2	0&5	19&-10	2&3&-2	11&-1
O=C(O)CCCCCN1C(=O)/C(=C\c2cn(-c3ccccc3)nc2-c2cccs2)SC1=S	-1	4	-0.2	0	-5	41	2	?
Cc1ccc(C(=O)Nc2nnc(S(=O)(=O)Nc3ccccc3C)s2)cc1C	7	0	0.1	-5	5	1	-4	/
CN1CCN(C(=O)C[C@H]2CC[C@H]3[C@@H](COC[C@H](O)CN3Cc3cccc(F)c3)O2)CC1	-1	-2	0.1	4	6	1	43	14
Cc1nc(C)n(CC(C)C(=O)N2CCN(S(=O)(=O)c3ccc(Cl)cc3)CC2)n1 (stereo not drawn)	-1	0	0.2	-6	-8	0	4	-13
C[C@@H]1CN([C@H](C)CO)C(=O)Cc2cc(NC(=O)Cc3cn(C)c4ccccc34)ccc2O[C@@H]1CN(C)Cc1ccc(C(=O)O)cc1	-1	-4	0.1	2	4	-6	28	-6
O=C1CN(Cc2ccccc2)C[C@H]2[C@@H](c3ccc(-c4ccccc4)cc3)[C@H](CO)N12	/	/	0.0	-5	8	/	2	1
COc1cc(SC)ccc1C(=O)NCCCn1ccnc1	-2	2	0.0	0	/	-2	0	-6
O=C(C[n+]1ccccc1)N/N=C/c1ccc(Cl)cc1	0	1	0.2	0	/	2	-3	0
CN(C)S(=O)(=O)c1cccc(-c2nnc(SCCNCCO)n2-c2ccc(F)cc2)c1	-4	-2	0.0	-7	-1	6	0	-33

Copied from the list.
Under XiGFP reactiv, COc1cc(SC)ccc1C(=O)NCCCn1ccnc1 has the entry 0.0
Under XiGFP reactiv, O=C(O)CCCCCN1C(=O)/C(=C\c2cn(-c3ccccc3)nc2-c2cccs2)SC1=S has the entry -0.2
